Source: PubChem BioAssay (Sanford-Burnham Center for Chemical Genomics)
CYP2C19 activ: increases human CYP2C19 enzyme activity. AID 1025. 96,000 tested, under 10 active. activation factor at 5 µM. recombinant CYP2C19, luciferin-H EGE luminescence; hits give high values; 0 = fully inhibited enzyme, 1 = untreated enzyme;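 active = activation factor of at least 2 at 5 µM in the primary screen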;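 also: 0 = wells with 2.5 mM tranylcypromine and 1 = vehicle-only wells; values of inactives mirror those of a sister screen read the other way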
MT1-MMP txn act: activates MT1-MMP transcription; activation factor at 10 µM; HT1080 MT1-MMP promoter luciferase reporter, luminescence, overnight; hits give high values; AID 750; actives 0.16% (n = 86,000);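 active = activation factor of at least 2 for MT1-MMP transcription at 10 µM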
CD11b adhes inh: inhibitors of human CD11b/CD18 binding to fibrinogen | P05107+P11215 | K562 CD11b/CD18 adhesion to fibrinogen, ATPlite luminescence; Mn2+ added to activate the integrin | inhibition, % at 10 µM | actives 0.54% (n = 93,000) | AID 1497;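 active = primary inhibition of 50% or more at 10 µM, then 40% or more on retest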; also: some results filed as inactive read as strong as hits
PTK2B oligo ant: Pyk2 (human) oligomerization antagonism; Q293 cells, Pyk2 FERM NanoBiT luminescence; hits give low values; Q14289; actives 0.83% (n = 99,000); z-score (the deposit names both 25 µM and 10 µM);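 active = Z-score of -3 or lower, scaled per plate to the spread of control and sample wells; inactive = z-score above -3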;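 also: negative z-score means lost luminescence so less FERM oligomerization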
Target sequence (Q14289 whole entry, looked up): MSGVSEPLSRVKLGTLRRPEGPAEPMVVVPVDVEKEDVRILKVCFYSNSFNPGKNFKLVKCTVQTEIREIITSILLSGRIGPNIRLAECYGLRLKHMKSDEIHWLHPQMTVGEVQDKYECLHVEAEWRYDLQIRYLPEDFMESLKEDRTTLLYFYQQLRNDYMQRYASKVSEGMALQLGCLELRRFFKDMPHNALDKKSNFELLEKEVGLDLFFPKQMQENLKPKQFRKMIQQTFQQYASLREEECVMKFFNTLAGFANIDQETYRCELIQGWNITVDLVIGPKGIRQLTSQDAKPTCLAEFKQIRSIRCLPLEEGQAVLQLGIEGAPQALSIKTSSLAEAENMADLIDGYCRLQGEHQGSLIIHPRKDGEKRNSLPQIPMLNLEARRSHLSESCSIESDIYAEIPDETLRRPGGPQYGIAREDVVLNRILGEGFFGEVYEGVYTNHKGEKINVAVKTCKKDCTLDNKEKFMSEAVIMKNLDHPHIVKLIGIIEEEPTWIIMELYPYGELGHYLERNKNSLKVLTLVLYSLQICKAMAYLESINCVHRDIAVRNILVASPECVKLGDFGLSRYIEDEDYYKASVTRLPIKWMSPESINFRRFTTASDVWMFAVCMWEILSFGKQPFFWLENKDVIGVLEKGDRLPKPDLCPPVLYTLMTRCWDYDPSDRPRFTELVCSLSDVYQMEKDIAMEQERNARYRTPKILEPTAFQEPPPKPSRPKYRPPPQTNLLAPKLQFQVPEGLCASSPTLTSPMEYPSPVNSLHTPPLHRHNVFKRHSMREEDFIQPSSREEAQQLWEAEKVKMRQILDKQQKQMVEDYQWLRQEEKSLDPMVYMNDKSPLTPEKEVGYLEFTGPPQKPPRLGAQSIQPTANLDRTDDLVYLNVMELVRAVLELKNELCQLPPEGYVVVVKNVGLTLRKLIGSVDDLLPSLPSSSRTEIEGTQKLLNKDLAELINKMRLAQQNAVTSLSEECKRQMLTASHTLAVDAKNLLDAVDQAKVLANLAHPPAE
CD11b adhes enh: enhancers of human CD11b/CD18 binding to fibrinogen; actives 0.07% (n = 93,000); activation, % at 10 µM; AID 1499; P05107+P11215; K562 CD11b/CD18 adhesion to fibrinogen, ATPlite luminescence;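 active = 10 µM primary screen giving 50% or more activity, confirmed by 40% or more on retest at that dose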; also: strong numbers were not always called active; reference of the scale not given here
CYP2C9 inh: human CYP2C9 inhibition; P11712; inhibition, % at 5 µM; actives 20% (n = 96,000); CYP2C9 Supersomes, luciferin-H conversion, luminescence;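 active = blocking of liver enzyme CYP2C9 beyond about 50% at 5 µM, limit read from the data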; also: values of inactives mirror those of a sister screen read the other way
CYP2C19 inh: blocks human cytochrome P450 2C19. inhibition, % at 5 µM. P33261. AID 778. CYP2C19 Supersomes, luciferin-H EGE luminescence, 30 min. actives 21% (n = 96,000);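 active = CYP2C19 inhibition above a set limit at 5 µM in the primary screen, cut at about 50% in these data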;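 also: plate controls were negative control wells for no effect and 2.5 mM tranylcypromine positive control for full effect; values of inactives mirror those of a sister screen read the other way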
CYP2C9 activ: increases human cytochrome P450 2C9 activity | actives 1.4% (n = 96,000) | AID 1024 | P11712 | activation factor at 5 µM | recombinant CYP2C9, luciferin-H conversion, luminescence; hits give high values; factor 1 = untreated enzyme, 0 = blocked;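 active = activation factor of 2 or more for CYP2C9 at a 5 µM dose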;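 also: 0 = sulfaphenazole-blocked wells and 1 = vehicle-only wells; values of inactives mirror those of a sister screen read the other way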
PLAP activator: human PLAP activation; P05187; purified PLAP enzyme, luminescent substrate read-out; hits give high values; AID 696; activation fold at 20 µM; actives 1.2% (n = 96,000); in the data active = activation fold above about 2
* marks the source's active call; other numbers are inactive results; . = not tested or not shown.

1	N#CCC(=O)N1CCCCCC1
2	Cc1csc(NC(=O)c2cccc(S(=O)(=O)N3CCCCC3)c2)n1
3	CC(C)(C)C1=Nn2c(nnc2-c2ccccc2F)SC1
4	CC(/C=N\NC(=O)Cn1c(C)nc2ccccc21)=C\c1ccccc1
5	CCOC(=O)C1C(=O)NC(N2CCc3ccccc32)=NC1c1ccccc1 (centres undefined)
6	CCOC(=O)Cc1nn(C)c(=O)c2ccccc12
7	Cc1c(C#N)c2ccccc2n1CC(=O)NCc1cccnc1
8	S=c1nc(-c2ccccc2)n(CCCn2ccnc2)c2c1CCCC2

| Screen / compound no. | 1 | 2 | 3 | 4 | 5 | 6 | 7 | 8 |
| --- | --- | --- | --- | --- | --- | --- | --- | --- |
| CYP2C19 activ | 0.7 | 0.7 | 0.2 | 1 | 0.9 | 0.6 | 0.3 | 1.1 |
| MT1-MMP txn act | 1.1 | 1.1 | 1 | . | 1 | 1.2 | 1.3 | 1.1 |
| CD11b adhes inh | -9 | -17 | -1 | . | -8 | -12 | 4 | 10 |
| PTK2B oligo ant | 0.46 | -0.69 | -0.53 | 0.57 | 0.34 | -0.76 | 1.1 | . |
| CD11b adhes enh | -1 | 1 | -2 | . | -4 | 3 | -3 | -6 |
| CYP2C9 inh | 26 | 24 | 43 | -9 | -10 | -13 | 54* | 7 |
| CYP2C19 inh | 30 | 26 | 78* | 5 | 8 | 36 | 71* | -9 |
| CYP2C9 activ | 0.7 | 0.8 | 0.6 | 1.1 | 1.1 | 1.1 | 0.5 | 0.9 |
| PLAP activator | 1 | 0.9 | 1 | 0.9 | 1 | 1.2 | 0.9 | 1.1 |

9	CCOc1ccccc1N1C(=O)c2cccnc2C1=O
10	O=C(NCCC1=CCCCC1)c1ccc(Br)o1
11	O=C(Nc1ccccc1Cl)c1ccccc1Cl
12	CC1CCc2ccccc2N1C(=O)c1cccs1 (centres undefined)
13	Cc1occc1C(=O)NCc1ccc(C(=O)O)o1
14	COc1ccc(CCN(Cc2cc3cccc(C)c3[nH]c2=O)C(=O)NC2CCCCC2)cc1OC
15	COc1ccc(-c2cc(-c3ccccc3)c(C#N)c(S(C)=O)n2)cc1 (centres undefined)
16	c1cc2c3c(cccc3c1)NC1(CCCCC1)N2

| Screen / compound no. | 9 | 10 | 11 | 12 | 13 | 14 | 15 | 16 |
| --- | --- | --- | --- | --- | --- | --- | --- | --- |
| CYP2C19 activ | 0.9 | 0.1 | 0.8 | 0.8 | 1 | 0.3 | 0.5 | 0.3 |
| MT1-MMP txn act | 1.2 | 1.4 | 1 | 1 | 1.1 | 1.1 | 0.5 | 1.1 |
| CD11b adhes inh | 3 | -24 | 18 | -2 | 12 | -2 | -18 | -2 |
| PTK2B oligo ant | . | 0.38 | 0.02 | -0.28 | 0.16 | -0.13 | 30 | -1.6 |
| CD11b adhes enh | -3 | 0 | 2 | -2 | -2 | 1 | 0 | 28 |
| CYP2C9 inh | 30 | 59* | -36 | 28 | 1 | 75* | 68* | 52* |
| CYP2C19 inh | 11 | 90* | 19 | 22 | -3 | 66* | 47 | 72* |
| CYP2C9 activ | 0.7 | 0.4 | 1.4 | 0.7 | 1 | 0.3 | 0.3 | 0.5 |
| PLAP activator | 1 | 1.1 | 1.1 | 0.8 | 1.2 | 1.8 | 1.3 | 1.2 |

An excerpt of these results, with bars between the fields.
no. | Structure | CYP2C19 activ | MT1-MMP txn act | CD11b adhes inh | PTK2B oligo ant | CD11b adhes enh | CYP2C9 inh | CYP2C19 inh | CYP2C9 activ | PLAP activator
5 | CCOC(=O)C1C(=O)NC(N2CCc3ccccc32)=NC1c1ccccc1 (centres undefined) | 0.9 | 1 | -8 | 0.34 | -4 | -10 | 8 | 1.1 | 1
6 | CCOC(=O)Cc1nn(C)c(=O)c2ccccc12 | 0.6 | 1.2 | -12 | -0.76 | 3 | -13 | 36 | 1.1 | 1.2
7 | Cc1c(C#N)c2ccccc2n1CC(=O)NCc1cccnc1 | 0.3 | 1.3 | 4 | 1.1 | -3 | 54* | 71* | 0.5 | 0.9
8 | S=c1nc(-c2ccccc2)n(CCCn2ccnc2)c2c1CCCC2 | 1.1 | 1.1 | 10 | . | -6 | 7 | -9 | 0.9 | 1.1
9 | CCOc1ccccc1N1C(=O)c2cccnc2C1=O | 0.9 | 1.2 | 3 | . | -3 | 30 | 11 | 0.7 | 1
10 | O=C(NCCC1=CCCCC1)c1ccc(Br)o1 | 0.1 | 1.4 | -24 | 0.38 | 0 | 59* | 90* | 0.4 | 1.1
11 | O=C(Nc1ccccc1Cl)c1ccccc1Cl | 0.8 | 1 | 18 | 0.02 | 2 | -36 | 19 | 1.4 | 1.1
12 | CC1CCc2ccccc2N1C(=O)c1cccs1 (centres undefined) | 0.8 | 1 | -2 | -0.28 | -2 | 28 | 22 | 0.7 | 0.8
13 | Cc1occc1C(=O)NCc1ccc(C(=O)O)o1 | 1 | 1.1 | 12 | 0.16 | -2 | 1 | -3 | 1 | 1.2
14 | COc1ccc(CCN(Cc2cc3cccc(C)c3[nH]c2=O)C(=O)NC2CCCCC2)cc1OC | 0.3 | 1.1 | -2 | -0.13 | 1 | 75* | 66* | 0.3 | 1.8
15 | COc1ccc(-c2cc(-c3ccccc3)c(C#N)c(S(C)=O)n2)cc1 (centres undefined) | 0.5 | 0.5 | -18 | 30 | 0 | 68* | 47 | 0.3 | 1.3
16 | c1cc2c3c(cccc3c1)NC1(CCCCC1)N2 | 0.3 | 1.1 | -2 | -1.6 | 28 | 52* | 72* | 0.5 | 1.2

More results.
17	CCOC(=O)c1c(NC(=S)Nc2ccc(Cl)cc2)sc(C)c1C
18	C=C(C)CNC(=S)N/N=C(\C)c1ccc(-n2ccnc2)cc1
19	CC(=O)N(C)c1ccc(NC(=O)c2ccco2)cc1
20	CCOc1cc2c3c(c1)C(C)CC(C)(C)N3C(=O)C2=O (centres undefined)
21	CCN(CC)C(=O)c1sc(NC(=O)Cc2ccc(OC)cc2)c(C#N)c1C
22	CCOc1cc(-c2noc(-c3ccncc3)n2)cc(Br)c1OC
23	COc1cccc(-c2cc(C(=O)NC3CCCC3)no2)c1
24	CC1CN(C2CCCCC2)c2nc3c(c(=O)n(C)c(=O)n3C)n2C1 (centres undefined)

| Screen / compound no. | 17 | 18 | 19 | 20 | 21 | 22 | 23 | 24 |
| --- | --- | --- | --- | --- | --- | --- | --- | --- |
| CYP2C19 activ | 0.9 | 0 | 1 | 0.8 | 0.2 | 0.2 | 0.2 | 0.7 |
| MT1-MMP txn act | . | . | 1.3 | . | . | 1 | . | 1.1 |
| CD11b adhes inh | -5 | 4 | -19 | . | 3 | -4 | 12 | -5 |
| PTK2B oligo ant | 1.7 | -0.25 | -0.75 | 0.58 | 0.4 | 0.85 | -0.46 | -0.36 |
| CD11b adhes enh | 18 | 3 | 0 | . | -1 | -2 | 3 | 4 |
| CYP2C9 inh | 9 | 100* | 4 | -4 | 78* | 32 | -92 | 82* |
| CYP2C19 inh | 12 | 100* | -1 | 15 | 78* | 76* | 80* | 30 |
| CYP2C9 activ | 0.9 | 0 | 1 | 1 | 0.2 | 0.7 | 1.9 | 0.2 |
| PLAP activator | 0.5 | 1.4 | 1 | 1 | 1.6 | 0.8 | 0.9 | 1.4 |

25	Cc1ccc(C)c(-c2cc(C(=O)Nc3nccs3)c3ccccc3n2)c1
26	CCc1cc2cc3c(cc2nc1SCC(=O)Nc1nnc(C)s1)OCCO3
27	COc1cc2c(cc1OC)CN(Cc1cc(=O)n3cc(C)ccc3n1)CC2
28	Cc1cc(C(=O)NCCCN2CCCC2=O)no1

| Screen / compound no. | 25 | 26 | 27 | 28 |
| --- | --- | --- | --- | --- |
| CYP2C19 activ | 0.9 | 1.1 | 1 | 1.1 |
| MT1-MMP txn act | . | . | 1 | 1 |
| CD11b adhes inh | 4 | 12 | 2 | -22 |
| PTK2B oligo ant | -1.7 | -0.98 | 0.08 | -0.14 |
| CD11b adhes enh | 11 | -3 | -6 | 0 |
| CYP2C9 inh | 49 | 59* | 28 | -15 |
| CYP2C19 inh | 12 | -13 | 5 | -12 |
| CYP2C9 activ | 0.5 | 0.4 | 0.7 | 1.2 |
| PLAP activator | 1.3 | 1.3 | 1.1 | 1 |
